Compound activity deposited in PubChem by National Center for Advancing Translational Sciences (NCATS).
Lipid storage S3: qHTS Assay for Lipid Storage Modulators in Drosophila S3 Cells | 320,000 tested, 0.64% active | Drosophila S3 cells, BODIPY lipid droplet fluorescence, 18-24 h; cells fed with added oleic acid | Potency in µM for hits, for the others lipid storage change, negative = inhibition, % at the top dose, mostly 46.1 µM; active means well fitted inhibition curve with a large enough effect in the signal ratio, with a control signal flat, not every such curve was filed as active; inconclusive means small, poorly fitted or top-dose-only effect, or effect the other way, or a change in a side signal; the % refers to the signal ratio
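Drosophila S3 cells got compounds at several concentrations plus oleic acid (400 uM solution). Laser-scanning cytometry with 488 nm excitation read lipid droplets at 500-530 nm and cells at 575-640 nm. Percent activity was relative to 20 uM Triacsin C.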
Lipid storage S3 cell count max: further read-out of Lipid storage S3, marked with its call; cell number change, %; measured here: cell count max response;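 cells counted by Cell Tracker Red CMTPX staining in the red channel; peak over a dose series mostly up to 46.1 µM; percent activity relative to internal control wells on each plate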
Starred values were filed as active, the others as inactive; i = inactive; ? = inconclusive; · = no result given; [ ] = dose if it differs, or a comment. On the % scale 0 is the no-effect control and ±100 the full control effect; potency means the concentration at half of the fitted maximal effect. This is a subset. The share of hits here may be higher or lower than overall.

SMILES	Lipid storage S3	Lipid storage S3 cell count max
O=C1[C@H]2[C@@H](c3ccc(F)cc3)N3C(=O)N(c4cccc(Cl)c4)C(=O)[C@@]3(Cc3ccccc3)[C@H]2C(=O)N1C1CCCCC1	-9.4%	-8.9
COc1ccc(C(C(=O)NC(C)(C)C)N(C(=O)CCC(=O)Nc2cc(C)on2)c2ccc(C)c(C)c2)cc1 (configuration not stated)	-17.4%	10.0
COCCNC(=O)CCn1nc(-c2ccc(C)cc2)ccc1=O	?	·
OC(CC#CCN1CCCC1)(c1ccccc1)c1ccccc1	?	·
COCCn1c(SCC(=O)N2CCCC2)nnc1-c1ccoc1C	?	·
COc1cc(C(=O)NCC(=O)NNC(=O)C2COc3ccccc3O2)cc(OC)c1OC (configuration not stated)	?	·
COc1ccc(OC)c(CCNC(=O)CCc2cn(C)c3ccccc23)c1	?	·
COc1ccc(C2Nc3ccccc3C(=O)N2NS(=O)(=O)c2ccccc2)cc1OC (configuration not stated)	-9.7%	-17.1
O=C1NC(=S)N/C1=C/c1cccnc1	-2.3%	-18.4
COc1ccc(C(=O)/C=C2/c3ccccc3CC(C)(C)N2C)cc1	?	·
CCc1nnc(NC(=O)CSc2ncc(-c3ccccc3)n2CC)s1	?	·
CS(=O)(=O)N(CC(=O)N1CCc2ccccc2C1)Cc1ccc(F)cc1	0.13µM*	-12.3*

Some of the entries so far, as labelled records:
SMILES: OC(CC#CCN1CCCC1)(c1ccccc1)c1ccccc1
  Lipid storage S3 = ? | Lipid storage S3 cell count max = ·
SMILES: O=C1NC(=S)N/C1=C/c1cccnc1
  Lipid storage S3 = -2.3% | Lipid storage S3 cell count max = -18.4
SMILES: COc1ccc(C(C(=O)NC(C)(C)C)N(C(=O)CCC(=O)Nc2cc(C)on2)c2ccc(C)c(C)c2)cc1 (configuration not stated)
  Lipid storage S3 = -17.4% | Lipid storage S3 cell count max = 10.0
SMILES: CS(=O)(=O)N(CC(=O)N1CCc2ccccc2C1)Cc1ccc(F)cc1
  Lipid storage S3 = 0.13µM* | Lipid storage S3 cell count max = -12.3*

Following part:
SMILES	Lipid storage S3	Lipid storage S3 cell count max
CNC(=O)CC1C(=O)N(c2ccc(OC)cc2)C(=S)N1NC(=O)c1cccc(F)c1 (configuration not stated)	-1.2%	10.8
Cc1ccc(-n2nc(C)c3c(C)cc(=O)[nH]c32)cc1	i	·
CCOc1ccccc1C(=O)N/N=C/c1coc2ccc(C)cc2c1=O	10.3µM*	-20.2*
Clc1ccc(-c2nnc(N3CCCC3)nn2)cc1	-1.7%	-3.9
COC(=O)CCCC[C@@H]1SC[C@@H](NC(=O)OC)[C@@H]1NC(=O)OC	-0.1%	-11.1
Cc1c(OCC(=O)C(C)(C)C)ccc2c(-c3ccccc3)cc(=O)oc12	4.9%	20.3
C=CCC(Nc1ccccc1)c1cccc(OC)c1OC (configuration not stated)	?	·
COc1ccc(/C=N\NC(=O)c2ccc(=O)[nH]n2)cc1O	7.9%	-11.7
O=C(NNC(=O)c1nn(-c2ccc(F)cc2)ccc1=O)Nc1cccc(Cl)c1	-9.3%	·
CCC(=O)N1CCN(c2ccc(NC(=O)c3ccc(N4CCCC4)c([N+](=O)[O-])c3)cc2)CC1	?	·
CCOC(=O)N1CCN(S(=O)(=O)c2cccc3nsnc23)CC1	i	·
Cc1ccc(NC(=O)c2ccc(=O)[nH]n2)cc1C	-18.3%	-7.2
COC(=O)c1ccccc1S(=O)(=O)N1CCC(C(=O)NCCC2=CCCCC2)CC1	?	·
Cc1ccc(NC(=S)/C(=C(\[O-])c2ccc(Cl)s2)[n+]2cccc(CO)c2)cc1C	-0.8%	·
COc1cc(CN2CCNC(=O)C2CC(=O)O)cc(OC)c1 (configuration not stated)	i	9.8
Cc1ccc(Cn2ccsc2=NC(=O)COC(=O)c2ccc(NC(=O)CC#N)cc2)cc1	?	·
Nc1ncncc1-c1ccc([N+](=O)[O-])cc1	-3.1%	-0.6
Cc1c(C)c(C)c(C(=O)c2ccc(NC(=O)c3ccccc3C(=O)O)cc2)c(C)c1C	9.6%	19.5
Cc1c(C(=O)N2CCN(c3ccccc3)CC2)sc2ncnc(N3CCN(c4ccccn4)CC3)c12	?	·
COc1ccc(OC)c(NC(=S)NCc2ccccc2OC)c1	?	·
CC(C)[C@H](NC(=O)c1ccccc1Cl)C(=O)NC1CCCCCC1	-21.4%	-2.5
CCOC(=O)c1c(-c2ccccc2)oc2ccc(O)c(CN(C)C)c12	?	·
Clc1ccc(Cc2nc(-c3ccncc3)no2)cc1	25.7%	13.6
O=S(=O)([N-]c1nc2ccccc2nc1-[n+]1ccccc1)c1ccc(F)cc1	?	·
COc1cc2c(cc1OC)C(CC(=O)O)N(C(=O)CC1CCCC1)CC2 (configuration not stated)	?	·
NC(=O)CSc1ncnc2c1oc1ccccc12	?	·
COc1cc(C(=O)OCC(=O)NCc2ccccc2)cc(NC(=O)c2ccco2)c1OC	?	·
Cc1c(C(=O)OCC(=O)Nc2cccc(S(N)(=O)=O)c2)oc2c1ccc1ccccc12	-5.3%	-0.6
CCOc1ccc(C2c3[nH]c4ccccc4c3CCN2Cc2cn(CC)nc2C)cc1 (configuration not stated)	-17.3%	-8.2
O=C(O)c1ccc(-n2nnnc2SCc2ccccc2)cc1	i	17.8
Cc1ccnc(Sc2ncccc2[N+](=O)[O-])n1	29.1µM*	-11.7*
Cc1cccc(C(=O)C2CCN(S(=O)(=O)c3cccc(C(=O)O)c3)CC2)c1	?	·
CCC1CCCCN1CCCNC(=O)C1CCN(S(=O)(=O)N2CCCCC2)CC1 (configuration not stated)	-0.8%	-4.8
NC(=O)c1cnn2c(C(F)(F)F)cc(-c3ccccc3)nc12	?	·
CCSc1nnc(NC(=O)CSc2nccn2-c2cccc(C)c2)s1	0.1%	-1.5
COc1ccc(CNC(=O)Cc2c[nH]c3ccccc23)cc1OC	-11.5%	-12.4

Part of the list above, field by field.
NC(=O)c1cnn2c(C(F)(F)F)cc(-c3ccccc3)nc12
  Lipid storage S3 = ? | Lipid storage S3 cell count max = ·

CCSc1nnc(NC(=O)CSc2nccn2-c2cccc(C)c2)s1
  Lipid storage S3 = 0.1% | Lipid storage S3 cell count max = -1.5

Next part
SMILES	Lipid storage S3	Lipid storage S3 cell count max
Cc1nn(C(C)C)c(C)c1CN1CCCC(C(=O)c2cccc(OC(C)C)c2)C1 (configuration not stated)	?	·
COCc1cc(CN2CCCC(CNC(=O)c3ccc(F)cc3)C2)ccc1OC (configuration not stated)	-1.2%	8.6
O=C(NCCCNC(=O)c1cnccn1)c1ccc(Br)cc1	-27.4%	3.9
O=c1cc(N2CCN(c3ccccc3)CC2)[nH]c(=O)n1-c1ccccc1	?	·
CCC(C)[C@H](NC(=O)Nc1ccccc1F)C(=O)O (some centres not stated)	-14.3%	9.5
CCC(=O)N1CCN(c2nc3ccc(Br)cc3s2)CC1	?	·
CCCC[C@@H]1CNCCN1CCc1cc(C(F)(F)F)cc(C(F)(F)F)c1	0.5%	-22.4
COc1ccc(OCC(=O)Nc2ccc(Cl)cc2)cc1	?	·
CCOC(=O)Cn1c(=O)oc2cc(S(=O)(=O)NC3CCCCC3)ccc21	?	·
CCc1nnc(NC(=O)CSc2ncnc3c2cnn3-c2ccc(OC)cc2)s1	13.7%	-11.6
CCCCCC(=O)N(O)C1CC(=O)N(c2ccccc2)C1=O (configuration not stated)	?	·
c1ccc2c(c1)ncn2CCOCCOCCn1cnc2ccccc21	?	·
Cc1ccc2c(c1)C(c1ccc(F)cc1)N(C(=O)c1ccc(S(=O)(=O)N(C)C)cc1)CC(=O)N2 (configuration not stated)	?	·
O=C(Nc1cc(F)ccc1F)c1cccc(-n2cnnn2)c1	?	·
NCc1ccc(-c2nc3ccccc3o2)cc1	?	·
COCCNC(=S)NN(c1ccccc1)c1ccccc1	?	·
CCc1ccc2[nH]c(C(=O)Nc3ccc(C)c(F)c3)cc2c1	-2.0%	-12.6
NC(=O)c1cc[n+](Cc2ccc([N+](=O)[O-])cc2)cc1	-26.2%	-10.5
Cc1ccc(C(=O)OCC(=O)Nc2ccc(C(N)=O)cc2)s1	-15.6%	22.7
COC(=O)c1ccc(NC(=O)CN2CCN(CCO)CC2)cc1	5.0%	1.9
Cn1c(=O)n(C)c2cc(C(N)=O)ccc21	?	·
NC(=S)n1[nH]c(-c2ccc([N+](=O)[O-])cc2)c(N=Nc2ccc(Cl)cc2)c1=O	0.7%[9.22 µM]	-23.1
CCCC1NC(C(=O)O)Cc2c1[nH]c1ccccc21 (configuration not stated)	-25.0%	-6.3
CSc1nc2ccc(NC(=O)C3CCCO3)cc2s1 (configuration not stated)	?	·
COc1cc(NC(=O)CCN2CCN(c3ccccc3F)CC2)cc(OC)c1	?	·
CN(Cc1ccccc1)S(=O)(=O)c1ccc(Cl)c(C(=O)NCc2cccnc2)c1	?	·
CCOC(=O)N/N=C\c1ccc([N+](=O)[O-])o1	?	·
c1ccc(OCCOc2ccccc2-c2nnco2)cc1	?	·
COC(=O)c1ccc(CSc2cc(C)c3ccccc3n2)o1	?	·
COc1ccc(NCC(=O)N/N=C/c2cc([N+](=O)[O-])ccc2N2CCCC2)cc1	7.2%	17.7
CC(C)COC(=O)c1ccccc1N1C(=O)C2C3CCC(C3)C2C1=O (configuration not stated)	?	·
Cn1c(=O)c2c(ncn2CC(=O)OCC(=O)Nc2ccc(Cl)cc2)n(C)c1=O	-5.8%	3.7
Nc1nonc1-n1nnc(C(=O)N/N=C/C2CC=CCC2)c1CSc1ccccc1 (configuration not stated)	?	·
CC(C)(C)c1ccc(NC(=O)N2CCCN(c3ccc([N+](=O)[O-])cn3)CC2)cc1	?	·
Clc1ccc(Sc2cnc3ccccc3n2)cc1	?	·
CC(C)(C)c1ccc(C(=O)OC/C(O)=C(\C#N)c2nc3ccccc3s2)cc1	-0.4%	-1.2
Cn1c(=O)c2c(nc(SCCN3CCCCC3)n2Cc2ccc(Cl)cc2)n(C)c1=O	-0.2%	-1.7
C=CCNC(=O)c1ccc(-c2nc(-c3ccccc3)cs2)cc1	?	·
O=C(OCc1ccc(Br)cc1)c1ccncc1	?	·
Cn1nnc2cc(C(=O)N3CCSCC3)ccc21	-16.6%	7.5
CC(C)(C)NC(=O)COC(=O)c1ccc(Cl)c(S(N)(=O)=O)c1	?	·
S=C(c1ccc[nH]1)N1CCOCC1	-2.4%	1.4
NS(=O)(=O)c1cccc(NC(=O)COC(=O)CCN2C(=O)c3ccccc3C2=O)c1	16.9%	-6.8
NC(=O)[C@H]1CC2(CC(c3cccc(NC(=O)CC(c4ccccc4)c4ccccc4)c3)=NO2)CN1C(=O)C(c1ccccc1)c1ccccc1 (some centres not stated)	17.3%	9.0
Cc1ccc2c(CN3CCN(CCO)CC3)cc(=O)oc2c1	?	·
N#C/C=C/N1CCN(C(=O)c2ccco2)CC1	?	·
Nc1ncnc2c1ncn2C1O[C@H](CO)[C@@H](O)[C@@H]1O (some centres not stated)	-0.1%	5.3
Cc1ccc(S(=O)(=O)N2CCCCC2)cc1NC(=O)c1cccnc1	?	·
CSc1ncccc1C(=O)N1CCN(S(=O)(=O)c2ccccc2)CC1	?	·
CCc1ccc2oc(C(=O)NCc3ccc(S(N)(=O)=O)cc3)c(C)c2c1	?	·
Oc1ccccc1/C=N/Nc1ccccc1	14.8%	·
O=C(CCCSc1ccc(Cl)cc1)Nc1ccccc1O	?	·
NC(=S)Cc1ccc(Cl)cc1Cl	?	·
c1ccc(-c2nc(NC3CC3)nc(-n3ccnc3)n2)cc1	?	·
CC1Cc2ccccc2N1C(=O)CN1CCC(n2nnc3cc(C(F)(F)F)ccc32)CC1 (configuration not stated)	?	·
Cc1ccc(C(=O)Nc2cc(Cl)ccc2N2CCCCC2)s1	?	·
COc1cc(OC)c(C(=O)N(CCc2ccccc2)Cc2ccccc2)cc1OC	?	·
COc1ccc(CCNC2=C(Cl)C(=O)N(CCc3ccccc3)C2=O)cc1OC	i	·
CCOC(=O)N1CCN(C(=O)C2CCC(=O)N(CCCN3CCCC3=O)C2)CC1 (configuration not stated)	28.3%	6.8
COCCn1cc(-c2csc(N)n2)c2ccccc21	?	·

The results go on.
SMILES	Lipid storage S3	Lipid storage S3 cell count max
COc1ccc(C(C)=O)cc1CSCCC#N	?	·
O=C(OCc1csc(Nc2ccccc2)n1)c1ccc(Cl)cc1	-8.3%	-26.0
CC(Sc1nc2ccccc2s1)C(=O)c1c(N)n(C)c(=O)n(C)c1=O (configuration not stated)	?	·
O=C(Oc1c(-c2ccccc2)c(=O)n2c3c(cccc13)CC2)c1ccccc1	6.2%	14.1
O=C(CSc1nc2[nH]ncc2c(=O)[nH]1)Nc1ccccc1F	?	·
COc1ccccc1Nc1nc(NCc2ccco2)nc(N)c1[N+](=O)[O-]	-6.2%	-0.5
CCCc1cc(=O)oc2cc(O[C@@H]3O[C@H](CO)[C@@H](O)[C@H](O)[C@H]3O)ccc12	?	·
COc1cc(NS(=O)(=O)c2ccc(NC(=S)NC(=O)c3sc4cc(F)ccc4c3Cl)cc2)nc(OC)n1	-4.5%	8.9
NC(=S)N/N=C/c1ccccc1	-3.7%	-0.4
CCN1C(=NCc2ccc(OC)cc2)N[C@@H](c2ccccc2)[C@H](C(=O)OC)[C@H]1C	-11.8%	-12.8
CCOc1ccccc1OCCn1nc2ccccc2n1	i	-11.3
Cc1[nH]n2c(=O)c3c(nc2c1-c1ccccc1)CCCC3	24.6%	15.8
O=C(O)CC1COc2ccccc2N1C(=O)c1ccccc1Cl (configuration not stated)	?	·
COc1cc(C)ccc1N(CCCN1C(=O)c2cccc3cccc(c23)C1=O)C(=O)c1cccs1	-0.7%	-4.6
